Tau ThT inhib: qHTS for Inhibitors of Tau Fibril Formation, Thioflavin T Binding; Microtubule-associated protein tau (Homo sapiens), P10636; recombinant tau K18 P301L, heparin-induced fibrillization, ThT fluorescence; Potency, µM (doses to about 57.4 µM), without a hit: at the highest dose activity, negative = inhibition, actives largely listed as inhibitors; hit rate 2.1% among 270,000; also: % is scaled to controls: 0 for no effect and ±100 for the full control effect; nearly all actives have a fitted effect of over 55% in size
Target sequence (P10636 561-689 P618L limits assumed): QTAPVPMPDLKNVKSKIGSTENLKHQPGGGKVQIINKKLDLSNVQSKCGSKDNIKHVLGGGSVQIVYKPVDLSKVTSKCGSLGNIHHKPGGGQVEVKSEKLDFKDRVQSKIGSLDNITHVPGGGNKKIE
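Tau K18 P301L fragment (15 uM unlabeled plus 0.24 uM Alexa 594-labeled) in 100 mM sodium acetate pH 7 with compound, fibrillization induced by 20 uM heparin for 6 hr at 37 C. Thioflavin T (30 uM) added, fluorescence read after 1 hr (ex 450, em 510 nm).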
GAA glycogen mod: qHTS Assay for Inhibitors and Activators of Human alpha-Glucosidase Cleavage of Glycogen | recombinant GAA, glycogen substrate, Amplex Red glucose oxidase fluorescence | Lysosomal alpha-glucosidase (Homo sapiens), P10253 | hit rate 0.38% among 300,000 | Potency, µM (highest dose often 76.4 µM), for inactives: at the top dose activity change, negative = inhibition, usual class: inhibitors;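 also: 0% = full enzyme reaction and -100% = no-enzyme basal signal; the screen sought inhibitors and activators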
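Recombinant enzyme (4 nM final) with compounds titrated up to 77 uM and bovine liver glycogen (30 ug) in citrate pH 5.0, 0.01% Tween-20, 37 C 40 min. Released glucose detected by Amplex Red/glucose oxidase (Ex 573/Em 610); AC50 from Hill fits.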
Tau fibril FP: qHTS for Inhibitors of Tau Fibril Formation, Fluorescence Polarization | Microtubule-associated protein tau (Homo sapiens), P10636 | K18 P301L tau heparin fibrillization, Alexa594 FP, 6 h | Potency, µM (series often up to 57.7 µM), for inactives: at the highest dose activity, negative = inhibition, actives largely listed as inhibitors | hit rate 0.39% among 280,000 | AID 1468, 2008; also: % is scaled to controls: 0 for no effect and ±100 for the full control effect; nearly all actives have a fitted effect of over 55% in size
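Heparin (20 uM) drove fibril formation of recombinant tau K18 P301L, 15 uM unlabeled with 0.24 uM Alexa 594 label, for 6 hr at 37 C in 100 mM sodium acetate pH 7. Fluorescence polarization (555/632 nm) read 1 hr after 30 uM ThT.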
GAA inh: qHTS Assay for Inhibitors of Human alpha-Glucosidase as a Potential Chaperone Treatment of Pompe Disease. purified human GAA, 4-MU-alpha-glucoside fluorescence. hit rate 0.005% among 200,000. Lysosomal alpha-glucosidase (Homo sapiens), P10253. AID 1466, 2008. Potency, µM (series often up to 76.9 µM), without a hit: top-dose activity change, negative = inhibition, actives largely listed as inhibitors;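 also: plate controls were uninhibited enzyme wells for no effect and no-enzyme background for full effect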
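Compounds are titrated up to 77 uM against 4 nM human enzyme. Substrate 4-methylumbelliferyl-alpha-D-pyranoside (400 uM) reacts 20 min at room temperature in pH 5.0 buffer; liberated 4-methylumbelliferone is read at 440 nm.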
GLA spleen mod: qHTS Assay for Inhibitors and Activators of Human alpha-Galactosidase From Spleen Homogenate; Alpha-galactosidase A (Homo sapiens), P06280; human spleen homogenate, 4MU-alpha-Gal fluorescence, 40 min; Potency, µM (top dose mostly 80 µM), without a hit: at the highest dose activity change, negative = inhibition, actives largely listed as inhibitors; hit rate 0.008% among 240,000; AID 2107, 2009;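 also: 0% = enzyme with vehicle and -100% = no enzyme basal signal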
Target sequence (P06280 32-429 limits assumed): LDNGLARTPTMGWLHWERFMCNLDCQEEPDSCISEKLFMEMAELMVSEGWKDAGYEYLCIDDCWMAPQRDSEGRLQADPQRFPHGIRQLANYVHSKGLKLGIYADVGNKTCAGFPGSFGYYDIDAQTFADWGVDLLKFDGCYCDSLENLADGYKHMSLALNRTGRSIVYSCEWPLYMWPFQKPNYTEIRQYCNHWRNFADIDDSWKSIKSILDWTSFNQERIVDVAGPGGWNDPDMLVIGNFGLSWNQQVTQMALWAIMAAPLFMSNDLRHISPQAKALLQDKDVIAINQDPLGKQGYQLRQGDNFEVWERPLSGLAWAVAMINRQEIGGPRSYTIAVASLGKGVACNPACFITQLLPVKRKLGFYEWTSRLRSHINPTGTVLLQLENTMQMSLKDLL
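Spleen homogenate 1 ug + cpd (titration) + 4-MU-alpha-D-galactopyranoside 1 mM; 37C 40 min; 50 mM citrate/phosphate pH 5.0, 0.01% Tween-20; stop pH 10; fluorescence 365/440; AC50 via Hill.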
Tau fluor cs: Counterscreen qHTS for Inhibitors of Tau Fibril Formation, Fluorescence Polarization. tau K18 P301L Alexa594 fluorescence, heparin fibrillization. Potency, µM (top dose mostly 57.7 µM), without a hit: at the highest dose activity change, negative = decrease. hit rate 0.93% among 280,000; also: % is scaled to controls: 0 for no effect and ±100 for the full control effect; nearly all actives have a fitted effect of over 55% in size
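Human tau K18 P301L (15 uM unlabeled, 0.24 uM Alexa 594-labeled) in 100 mM sodium acetate pH 7 with 20 uM heparin, 6 hr at 37 C. ThT 30 uM added, 1 hr ambient; Alexa 594 FP and total fluorescence read at 555/632 nm.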
HTT ATP protect: qHTS Multiplex Assay to Identify Dual Action Probes in a Cell Model of Huntington: Cytoprotection (ATP); AID 1471, 2008; Potency, µM (series often up to 56.4 µM), for inactives: cytoprotection (ATP increase), most hits filed as activators; hit rate 0.14% among 230,000; PC12 HTT-Q103 induced, cytoprotection, ATP luminescence, 40 h;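 also: % of control where 0% means no effect; nearly all actives have a fitted effect of over 45% in size; toxic huntingtin expression switched on by the ecdysone agonist tebufenozide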
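Quantitative HTS on tebufenozide-induced (100 nM) PC12 cells expressing HTTQ103 exon 1–GFP; compounds tested as a concentration series; survival measured via cellular ATP.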
GAA spleen mod: qHTS Assay for Inhibitors and Activators of Human alpha-Glucosidase From Spleen Homogenate. human spleen homogenate, 4-MU-alpha-glucoside fluorescence. hit rate 0.006% among 240,000. Potency, µM (top dose mostly 79.9 µM), inactives show at the top dose activity change, negative = inhibition, usual class: inhibitors;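 also: 0% = enzyme with vehicle and -100% = no enzyme basal signal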
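Compounds were titrated against alpha-glucosidase in spleen homogenate at pH 5.0, with 1 mM 4-methylumbelliferyl substrate for 40 min at 37 C. Reactions were quenched with pH 10 NaOH/glycine and fluorescence measured.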
* marks the source's active call; other numbers are inactive results; ? = inconclusive; nt = not tested or not shown; [ ] = dose if it differs, or a comment. Calls follow the shape of the dose curve; as a rule, active = well fitted curve in the direction sought with a large enough effect; inconclusive = small, poorly fitted or top-dose-only effect, or another doubt; inactive = no such curve, though single readings can be large; an effect the other way counts as inactive or inconclusive. Potency is read from the fitted curve at half-maximal effect. Not a hit list. Share with any hit: about 3.3%.

Below each compound: Tau ThT inhib	GAA glycogen mod	Tau fibril FP	GAA inh	GLA spleen mod	Tau fluor cs	HTT ATP protect	GAA spleen mod
CCOC(=O)CSc1nc2c(sc(=S)n2Cc2ccco2)c(=O)n1-c1ccc(F)cc1
 : 3%	5%	-2%	-9%	6%	-10%	-4%[0.074 µM]	-11%
NC1=NC[C@@H](Cc2ccc(O)cc2)N1CCCCC1CCCCC1
 : -4%	3%	6%	nt	-3%	-3%	2%[10 µM]	4%
CCOc1c(S(=O)(=O)N2CCCC2)ccc(Cl)c1Cl
 : 0%	6%	-8%	-2%	-4%	-6%	-5%[0.074 µM]	-7%
CC(C)(C)c1ccc(C(=O)NC(=S)Nc2sc3c(c2C#N)CCC3)cc1
 : 5%	0%	4%	-1%	-1%	5%	-4%[1.9 µM]	-3%
COc1cc(/C=N/NC(=O)CCc2c(C)n[nH]c2C)ccc1O
 : -10%	-25%	-7%	-3%	0%	-9%	-4%	-6%
CC1CCc2c(cnc3ncnn23)C1 (stereo unspecified)
 : 7%	1%	0%	nt	0%	12%	4%[10 µM]	-3%
CCOC(=O)c1cnc(SCc2cccc(C)c2)nc1N
 : -20%	1%	-1%	-3%	-13%	-16%	7%[10 µM]	-6%
O=C(CCc1ccc(O)cc1)N/N=C/c1coc2ccccc2c1=O
 : ?	3%	-11%	nt	11%	-17%	5%[10 µM]	-1%
CCOc1cc(CN2CCN(S(=O)(=O)c3ccc(C)cc3)CC2)ccc1OC
 : -5%	-6%[76.3 µM]	8%	nt	nt	-8%	nt	nt
COc1cc(OC)cc(C(=O)N(Cc2nc(-c3cccc(C)c3)no2)C(C)C)c1
 : -8%	-5%	7%	?	0%	-11%	-8%[1.9 µM]	-11%
O=C(O)CC(NCc1ccco1)C(=O)OCC1CCCO1 (stereo unspecified)
 : -11%	9%	4%	-4%	8%	-7%	-12%	5%
O=C(/C=C/c1ccccc1)Nc1cc(C(=O)O)cc(C(=O)O)c1
 : -7%	-4%	-6%	1%	4%	-4%	-13%[10 µM]	-11%
COc1ccc(N(C(=O)c2ccccc2)S(=O)(=O)c2cccs2)cc1
 : -5%	-1%	-6%	-4%	-1%	-23%	-13%[1.9 µM]	5%
CCOc1ccc(-c2noc(CSc3nnc(Cc4ccccc4)n3-c3cccc(C)c3)n2)cc1
 : ?	-10%[76.3 µM]	0%	nt	nt	-18%	nt	nt
CNCc1ccccc1OCC(=O)Nc1ccccc1OC
 : -10%	16%	-4%	-1%	2%	-7%	5%[10 µM]	-3%
COc1ccc(/C=C2\SC(=S)N(CCCC(=O)Nc3ccc(O)cc3)C2=O)cc1
 : ?	-9%	-15%	nt	-7%	?	8%[10 µM]	-7%
CCC(C)CN1CCC(CO)(Cc2ccccc2Cl)CC1 (stereo unspecified)
 : -5%	18%	-2%	11%	-9%	0%	16%[10 µM]	3%
COc1ccc(N(CCCN2C(=O)c3cccc4cccc(c34)C2=O)C(=O)c2cccc(OC)c2)cc1
 : -11%	6%	-7%	2%	-10%	-25%	-35%[10 µM]	-6%
COC(=O)CSc1nnc(-c2ccncc2)n1N
 : -2%	3%	-3%	6%	0%	-4%	1%[0.074 µM]	-5%
COc1ccc(Cl)cc1NC(=O)CSc1nc2c(oc3ccccc32)c(=O)n1Cc1ccco1
 : 13%	9%[76.3 µM]	?	nt	nt	6%	nt	nt
c1csc(CNCCCN2CCOCC2)c1
 : -1%	-7%	-4%	12%	-11%	-3%	-13%	-3%
Oc1cccc(/C=N/Nc2cc(N3CCOCC3)nc(N3CCOCC3)n2)c1
 : ?	-14%	9%	2%	-2%	-24%	?	-16%
Cc1cccc(OCCCC(=O)Nc2sc3c(c2C(N)=O)CCC(C)C3)c1 (stereo unspecified)
 : ?	12%[76.3 µM]	-14%	nt	nt	-20%	nt	nt
Cc1ccc2nc(-c3ccc(NC(=O)Cc4ccccc4)cc3)sc2c1
 : 14%	15%[76.3 µM]	-7%	nt	nt	2%	nt	nt
Cc1ccc2c(=O)cc(C(=O)Nc3ccc(S(=O)(=O)Nc4nc(C)cc(C)n4)cc3)oc2c1
 : ?	-1%[76.3 µM]	-13%	nt	nt	?	nt	nt
CC(=O)N(\C=C/C=C/C=C1\Sc2ccccc2C1=O)c1ccccc1
 : 6.3µM*	3%	?	1%	-9%	?	-45%[inhibitor][10 µM]	-15%
COc1ccc(CC(=O)Nc2nc(C)cs2)cc1
 : -11%	-12%	-4%	3%	9%	-6%	11%	2%
CC(C)(C)NC(=O)Cn1cnc2cc([N+](=O)[O-])ccc2c1=O
 : -14%	8%	-2%	-4%	-11%	-7%	6%[10 µM]	7%
Cc1ccc(NC(=S)NC(CO)C(O)c2ccc([N+](=O)[O-])cc2)cc1 (stereo unspecified)
 : -10%	?	-2%	0%	-4%	-15%	-37%[inhibitor]	-6%
O=C(CN1CCN(c2ccccc2)CC1)Nc1ccc(Oc2ccccc2)cc1
 : ?	-5%	?	-3%	8%	-29%	-18%	0%
Cc1ccc(N2CC(C(=O)Nc3cc(C)ccc3F)CC2=O)cc1 (stereo unspecified)
 : -5%	3%	3%	0%	1%	-4%	-12%[10 µM]	-4%
Cc1ccc([N+](=O)[O-])cc1NC(=O)c1cccs1
 : 5%	6%	2%	-4%	-19%	1%	-27%	4%
Cc1cccc(NC(=O)CSc2nc(N)c(NC(=O)c3cccs3)c(=O)[nH]2)c1
 : -4%	1%	3%	3%	0%	-1%	nt	-2%
CCCOC(=O)CSc1nc(N)c(C#N)c(CC)c1C#N
 : -7%	0%	2%	6%	0%	3%	9%[10 µM]	3%
Cc1ccc2nc(/C(C#N)=C\c3ccc([N+](=O)[O-])o3)[nH]c2c1
 : 8.9µM*	3%	?	?	-2%	13µM*[quencher]	-45%[inhibitor]	-7%
CC(=O)C1C(=O)c2c(cccc2[N+](=O)[O-])C1=Nc1cccc(Cl)c1 (stereo unspecified)
 : ?	-7%	3%	nt	1%	?	-5%[10 µM]	6%
CC1(C)OC(=O)C(=CNc2cccc(O)c2)C(=O)O1
 : -12%	-6%	-3%	-1%	-18%	-10%	-4%	-5%
O=C1c2ccc([N+](=O)[O-])cc2C(=O)N1c1ccc(Cl)cn1
 : -13%	-8%	?	-5%	1%	-2%	17%[10 µM]	2%
COc1ccccc1N1CCN(S(=O)(=O)c2ccc(-n3cnnn3)c(C)c2)CC1
 : -1%	-13%	-3%	-3%	14%	-5%	4%[10 µM]	-6%
CCOC(=O)c1cc(-c2ccc(C)cc2)n(CC(=O)Nc2ccc(OC)c(Cl)c2)c1C
 : 8%	-12%[76.3 µM]	-4%	nt	nt	-10%	nt	nt
COc1ccc(NC(=O)C2CCCN(C(=O)c3cnn(-c4ccccc4)c3-n3cccc3)C2)cc1 (stereo unspecified)
 : -7%	11%[76.3 µM]	-6%	nt	nt	-11%	nt	nt
CCCC(=O)OC1=C(C(C)=O)N(Cc2ccccc2)S(=O)(=O)c2ccccc21
 : ?	0%[76.3 µM]	7%	nt	nt	-15%	nt	nt
CC1Cc2ccccc2N1C(=O)CSc1nc2ccccc2s1 (stereo unspecified)
 : ?	0%	-1%	-2%	-5%	-16%	?	-2%
CCc1ccc(-n2c(=O)c3ccc(C(=O)NCCc4ccccc4)cc3n(Cc3ccccc3C#N)c2=O)cc1
 : 2%	-2%[76.3 µM]	-7%	nt	nt	-4%	nt	nt

Filtered by structure: the compounds so far containing fluorine.
Below each compound: Tau ThT inhib	GAA glycogen mod	Tau fibril FP	GAA inh	GLA spleen mod	Tau fluor cs	HTT ATP protect	GAA spleen mod
CCOC(=O)CSc1nc2c(sc(=S)n2Cc2ccco2)c(=O)n1-c1ccc(F)cc1
 : 3%	5%	-2%	-9%	6%	-10%	-4%[0.074 µM]	-11%
Cc1ccc(N2CC(C(=O)Nc3cc(C)ccc3F)CC2=O)cc1 (stereo unspecified)
 : -5%	3%	3%	0%	1%	-4%	-12%[10 µM]	-4%

Entries of single compounds, quoted from the list. Order of values: Tau ThT inhib, GAA glycogen mod, Tau fibril FP, GAA inh, GLA spleen mod, Tau fluor cs, HTT ATP protect, GAA spleen mod
CC1Cc2ccccc2N1C(=O)CSc1nc2ccccc2s1 (stereo unspecified) is listed with ?, 0%, -1%, -2%, -5%, -16%, ?, -2%
CCCC(=O)OC1=C(C(C)=O)N(Cc2ccccc2)S(=O)(=O)c2ccccc21 is listed with ?, 0%[76.3 µM], 7%, nt, nt, -15%, nt, nt
CCc1ccc(-n2c(=O)c3ccc(C(=O)NCCc4ccccc4)cc3n(Cc3ccccc3C#N)c2=O)cc1 is listed with 2%, -2%[76.3 µM], -7%, nt, nt, -4%, nt, nt
